Screens from PubChem BioAssay.
GalR3 antagonist = blocks the human galanin receptor 3. 360,000 tested, 0.44% active. AID 651719. inhibition, % at 3 µM. HEK293 GalR3-CNG cAMP membrane potential fluorescence; galR3 body fused to GalR1 C-terminus. O60755;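 active means inhibition above the screen-wide average plus 3 SD, cut at about 13% in these data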;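 further: forskolin and galanin both at EC90 stimulate the cells; cAMP rise reported by CNG channel membrane potential dye signal; 0% = forskolin plus galanin with DMSO and 100% = forskolin alone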
SUMO HTRF inh = blocks human SUMOylation mediated by UBC9 | HTRF SUMOylation assay, SAE1/SAE2 + UBC9, in vitro | inhibition, % at 35 µM | 290,000 tested, 0.36% active | AID 2006; in the data active means inhibition above about 50%, passing the limit was not always enough; further: strong numbers were not always called active
Target sequence (P63279 whole entry, looked up): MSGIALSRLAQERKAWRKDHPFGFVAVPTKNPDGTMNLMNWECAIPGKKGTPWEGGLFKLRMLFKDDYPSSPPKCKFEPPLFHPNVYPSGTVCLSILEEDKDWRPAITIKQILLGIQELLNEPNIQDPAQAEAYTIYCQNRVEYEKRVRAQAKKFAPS
MEKK2 mut-MEK5 = signal of MEK5 binding to mutant human MEKK2 PB1 domain; bead flow cytometry, Alexa488-MEK5 binding to MEKK2 mutant; percent response, % at 10 µM; 290,000 tested, 0.35% active; AID 1530; in the data active means percent response above about 24%, passing the limit was not always enough; further: inactives centre near 1; some results filed as inactive read as strong as hits
MEKK3 PB1 HTS = MEKK3-MEK5 PB1 interaction, increase or decrease | bead-based flow cytometry, Alexa488-MEK5 binding to MEKK3; actives lie on both sides; 0 = blocked by unlabeled MEK5, 100 = vehicle | binding response (% of control), % at 10 µM | 290,000 tested, 1.4% active | AID 1529;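 active means binding response more than 3 SD above or below the average of its plate-row segment, actives on both sides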;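 further: Alexa488 bead fluorescence after subtracting the streptavidin-only scavenger bead signal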
Target sequence (Q99759 whole entry, looked up): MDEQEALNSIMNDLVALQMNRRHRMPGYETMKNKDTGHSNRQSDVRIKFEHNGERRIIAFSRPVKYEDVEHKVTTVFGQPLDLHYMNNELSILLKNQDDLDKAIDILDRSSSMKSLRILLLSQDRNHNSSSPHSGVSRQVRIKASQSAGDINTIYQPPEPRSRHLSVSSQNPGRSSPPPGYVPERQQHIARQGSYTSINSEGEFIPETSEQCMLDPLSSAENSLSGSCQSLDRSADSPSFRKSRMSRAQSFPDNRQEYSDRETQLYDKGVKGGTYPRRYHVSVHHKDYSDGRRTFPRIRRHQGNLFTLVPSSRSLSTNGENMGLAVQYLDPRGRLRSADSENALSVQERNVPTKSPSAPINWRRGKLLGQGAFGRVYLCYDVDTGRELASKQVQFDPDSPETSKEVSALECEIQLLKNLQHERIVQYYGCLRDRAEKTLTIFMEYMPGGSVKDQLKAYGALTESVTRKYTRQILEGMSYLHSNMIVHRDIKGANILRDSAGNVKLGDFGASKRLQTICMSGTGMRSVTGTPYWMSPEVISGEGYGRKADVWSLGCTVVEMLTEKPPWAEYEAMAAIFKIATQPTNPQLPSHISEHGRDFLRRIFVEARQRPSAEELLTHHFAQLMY
MEKK2 WT-MEK5 = raises or lowers MEK5 binding to wildtype human MEKK2 PB1 domain; Q9Y2U5; bead flow cytometry, Alexa488-MEK5 binding to MEKK2 WT; actives lie on both sides; binding response (% of control), % at 10 µM; 290,000 tested, 1.1% active; AID 1531; in the data active means binding response below about 67% or above about 130%
CRFR2-BP ag = CRF-BP/CRF-R2 complex agonism; HEK293 CRF-R2/CRF-BP, calcium dye fluorescence (FLIPR); percent of saturating CRF peptide response; activation, % at 13.2 µM; 350,000 tested, 0.46% active; AID 588473;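 active means activation of at least 50%, plus an integration ratio under a set limit after plate pattern correction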;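 further: plate controls were neutral control wells without compound for no effect and CRF at EC100 for full effect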
CRFBP-R2 block = blocks CRF-induced signaling of the CRF-BP/CRF-R2 complex. HEK293 CRF-R2/CRF-BP, CRF-induced calcium fluorescence. inhibition, % at 11.8 µM. 350,000 tested, 0.59% active. AID 588475;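 active means inhibition of the ligand-induced calcium signal above about 50% at the single tested concentration, limit read from the data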
DNA FID counter = fluorescent intercalator displacement, NS3 helicase counter-screen; DNA fluorescent intercalator displacement, fluorescence; inhibition, % at 7.9 µM; AID 1845; 290,000 tested, 0.17% active; in the data active means inhibition above about 37%;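 further: 0% = vehicle and 100% = reference compound; higher means more ethidium bromide displaced from hairpin DNA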
HCV NS3 hel inh = HCV NS3 helicase inhibition; NS3 helicase DNA unwinding, Cy5 molecular beacon fluorescence; 290,000 tested, 0.56% active; inhibition, % at 10.9 µM;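 active means inhibition above the mean of all tested compounds plus 3 SD, set per campaign, cut at about 35% in these data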;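 further: 0% = DMSO wells and 100% = thioflavine S control wells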
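test system = hepatitis C virus NS3 helicase domain fragment enzyme | reagent = annealed dual-labelled DNA beacon duplex, ATP-started | times = 1 h at 25 °C | detection = Cy5 fluorescence, 0 and 60 min reads | read-out basis = percent inhibition from t60/t0 fluorescence ratio | control set = DMSO and thioflavine S | replication = one well per compound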
* hit, by the source's call; / = not tested or not shown; [ ] = another dose, or the depositor's remark. Not all compounds are listed (hit frequency here may not be typical).

| Compound | SUMO HTRF inh | CRFBP-R2 block | MEKK2 mut-MEK5 | MEKK2 WT-MEK5 | GalR3 antagonist | CRFR2-BP ag | DNA FID counter | MEKK3 PB1 HTS | HCV NS3 hel inh |
| --- | --- | --- | --- | --- | --- | --- | --- | --- | --- |
| CCCC(C(=O)NC1CCCC1)N(C(=O)Cn1nnc(-c2ccc(C)o2)n1)c1cccc(O)c1 (stereo unspecified) | 3 | 0 | -5 | 100 | -9 | -0.3 | -29 | 103 | -7 |
| COc1ccc(OC(=O)c2cc(S(=O)(=O)N3CCCC3)ccc2Cl)cc1 | 15 | -7 | -2 | 98 | 0 | 1.7 | -5 | 97 | 1 |
| Cc1ccc(OCCSc2nc3ccccc3n2CC(=O)O)c(C(C)C)c1 | 6 | 7 | 13 | 113 | -7 | 0.1 | -9 | 110 | 26 |
| COC(=O)Nc1nnc(/C=C/c2ccc(OC)cc2)s1 | -8 | -12 | 4 | 87 | -6 | -4.5 | -8 | 96 | 15 |
| CN(C)c1ccc(NC(=O)CN2CCN(CC(=O)Nc3ccc(F)cc3)CC2)cc1 | -16 | 5 | 18 | 117 | 1 | -0.1 | -2 | 109 | 1 |
| CCOC(=O)c1c(S(=O)(=O)NCc2ccco2)c(C)n(C)c1C | 5 | 1 | 0 | 103 | -7 | 0.0 | -16 | 105 | 3 |
| CCCc1ccccc1OCCNS(=O)(=O)c1cc2c(cc1C)OCC(=O)N2 | 5 | -6 | 10 | 100 | -9 | 0.1 | -28 | 101 | 4 |
| O=S(=O)(c1ccccc1)N1CCN(C/C=C/c2ccccc2)CC1 | 0 | -1 | 3 | 103 | -3 | 0.7 | -17 | 103 | -5 |
| CCn1nnnc1-c1ccc(OC)c(S(=O)(=O)Nc2ccc(OC)cc2)c1 | 2 | 25 | 5 | 104 | -8 | 4.0 | -5 | 106 | 3 |
| O=C(c1c[nH]c2ccccc12)N1CCN(c2ccccc2)CC1 | 3 | -8 | 1 | 104 | -8 | 1.6 | -11 | 108 | -12 |
| Cc1ccc(NC(=O)CSc2ccc(-c3ccc4c(c3)OCO4)nn2)cc1F | -8 | 26 | 0 | 101 | -5 | 1.9 | 1 | 132* | -4 |
| COc1ccc(C(=O)/C(C)=N/O)cc1OC | 34 | 13 | -8 | 86 | -4 | 0.0 | 3 | 79 | 0 |
| CC(C)(Cc1ccc(O)cc1)NC(=O)SCc1ccccc1 | -12 | 8 | -1 | 97 | -6 | -0.1 | -6 | 95 | 16 |
| CCN1CCN(C(=O)c2cc3c(=O)oc4ccc(C)cc4c3s2)CC1 | 1 | -7 | 0 | 104 | 0 | -0.7 | -1 | 105 | -5 |
| Nc1c(C(=O)N/N=C/c2ccc([N+](=O)[O-])cc2)cnn1-c1ccccc1 | 14 | 18 | -11 | 101 | 2 | -2.7 | -1 | 93 | 10 |
| Cc1cc(SCc2ccc(Br)cc2)nc(=O)[nH]1 | / | 8 | 5 | 97 | -6 | -2.5 | -11 | 99 | 5 |
| CCOC(=O)c1cn(CC)c2cc(F)c(F)cc2c1=O | 6 | -15 | 3 | 99 | -2 | 0.4 | -1 | 98 | 7 |
| CCCCNC(=S)N1CCN(CC)CC1 | 10 | -2 | -8 | 96 | -4 | 2.4 | 4 | 97 | -6 |
| Fc1ccc(COc2ccccc2CNc2nn[nH]n2)cc1 | 1 | 12 | 2 | 105 | -2 | -0.4 | -7 | 102 | 6 |
| O=C(O)C1CC=CCC1C(=O)NCCCCc1ccccc1 (stereo unspecified) | 7 | 2 | -2 | 96 | -1 | -0.9 | -3 | 94 | 1 |
| COC(=O)c1cc(OC)c(OC)cc1NC(=O)Nc1cccc(C(C)=O)c1 | -3 | 5 | -11 | 80 | -3 | -3.2 | 1 | 85 | -14 |
| Cc1ccc(Nc2nc(N)nc(CCl)n2)c(C)c1 | 8 | 14 | 8 | 105 | -8 | -1.3 | -3 | 101 | -12 |
| O=C(Cn1nnc(-c2ccc3c(c2)OCO3)n1)NCc1ccco1 | 10 | -19 | 2 | 100 | -2 | 0.0 | -1 | 96 | 7 |
| CC(C)CN(C(=O)CN1CCN(c2cccc(Cl)c2)CC1)c1c(N)n(CC(C)C)c(=O)[nH]c1=O | 7 | -23 | 1 | 102 | -6 | -0.3 | -3 | 102 | -14 |
| CCCOC(=O)c1[nH]c2c(c1C)C(=O)CC(c1ccc(OC)c(OC)c1)C2 (stereo unspecified) | 8 | 18 | -2 | 103 | 0 | -0.5 | -3 | 107 | 2 |
| O=C(NCC1COc2ccccc2O1)c1cc2ccccc2o1 (stereo unspecified) | 6 | 17 | 1 | 99 | -2 | -0.4 | -17 | 110 | -2 |
| CCCCCN(C(=O)CCC(=O)OCC(=O)Nc1ccc(C)cc1F)c1c(N)n(CCCC)c(=O)[nH]c1=O | 5 | 14 | 2 | 92 | -1 | 0.9 | -45 | 93 | -20 |
| Cc1ccc(C2=NN(C(=O)CCl)C(c3cccs3)C2)o1 (stereo unspecified) | 6 | 1 | 12 | 106 | -2 | -0.8 | 2 | 99 | 7 |
| CC1CCN(C(=O)c2cc3nc(-c4ccccc4)cc(-c4ccccc4)n3n2)CC1 | 3 | 2 | -1 | 99 | -4 | 0.9 | -3 | 101 | -4 |
| O=C(NCCCN1CCOCC1)c1cc(Cl)ccc1[N+](=O)[O-] | 6 | -9 | 2 | 114 | -7 | -0.4 | -4 | 206* | 8 |
| COc1ccc(NC2CCCN(C(=O)CCCn3cncn3)C2)cc1OC (stereo unspecified) | 20 | -5 | 2 | 100 | -6 | 1.7 | 1 | 101 | 7 |
| Cc1cc(C(=O)CCl)c(C)n1Cc1ccco1 | 16 | 7 | 0 | 95 | 1 | 0.7 | -1 | 99 | 11 |
| CCS(=O)(=O)N1Cc2ccccc2CC1C(=O)Nc1nc2ccccc2s1 (stereo unspecified) | 8 | -22 | -1 | 93 | -12 | 0.3 | -14 | 95 | -8 |
| CCOc1ccc(S(=O)(=O)n2cc(F)c(=O)[nH]c2=O)cc1[N+](=O)[O-] | 9 | -5 | -2 | 102 | 5 | -1.6 | -3 | 100 | -6 |
| CN(/C=C/C(=O)C(F)(F)F)Cc1ccccc1 | 6 | -27 | -5 | 99 | -2 | 2.5 | 2 | 97 | -15 |
| COC(=O)CN(C#N)c1nc(C)cc(C)n1 | 2 | -3 | 1 | 112 | 0 | 0.4 | -3 | 133* | -3 |
| COc1cc([N+](=O)[O-])ccc1NC(=O)Cc1ccc(F)cc1 | 9 | -2 | 2 | 100 | 2 | -0.7 | 5 | 105 | -7 |
| C=CCSc1nc2ccccc2n1C(=O)/C=C/c1cc(OC)c(OC)c(OC)c1 | 3 | -15 | / | / | -5 | 1.1 | -4 | / | 8 |
| CC(SCc1cn2cc(Cl)ccc2n1)C(=O)O (stereo unspecified) | 2 | 5 | 7 | 102 | -1 | -4.4 | 4 | 101 | 1 |
| COc1ccc(C(=O)C2CCCN(C(=O)CCc3ccccn3)C2)c(C)c1 (stereo unspecified) | 4 | -6 | -3 | 100 | -4 | 0.5 | -15 | 98 | -3 |
| COc1cccc(-n2nc(-c3ccnn3-c3ccc(F)cc3)c(=O)n(C)c2=O)c1 | 22 | 16 | 4 | 102 | -3 | 0.6 | -13 | 100 | -1 |
| CCN(CC)S(=O)(=O)c1ccc(NC(=O)c2ccc(NS(C)(=O)=O)cc2)cc1 | 12 | 3 | -2 | 100 | -2 | -1.4 | -6 | 99 | -65 |
| COc1cccc(-c2cc(C(=O)N3CCN(S(=O)(=O)c4ccccc4)CC3)[nH]n2)c1 | -6 | 4 | 0 | 99 | -1 | 2.8 | -38 | 101 | -5 |
| COc1ccccc1NC(=O)c1ccc2c(c1)C(=O)N(c1ccccc1OC)C2=O | -1 | 8 | 1 | 105 | -11 | 1.5 | -27 | 102 | -16 |
| c1ccc(OCCSc2nnnn2-c2ccccc2)cc1 | -8 | -7 | 5 | 100 | -3 | 0.9 | -13 | 99 | -5 |
| CC(C)NC(=S)NNc1nc2ccccc2s1 | 7 | -13 | -10 | 75 | -5 | 0.5 | -11 | 70 | 6 |
| C/C(=N/NS(=O)(=O)c1ccccc1)c1c[nH]c2ccccc12 | 8 | 0 | 3 | 106 | -3 | -0.4 | -2 | 103 | -7 |
| O=S1(=O)NC(=NCCOCCO)c2ccccc21 | 14 | -8 | -2 | 102 | -4 | 4.1 | 1 | 100 | 2 |
| NC(=O)CC(NC(=O)Cc1ccc(Cl)cc1)c1ccc(NCCN2CCOCC2)c([N+](=O)[O-])c1 (stereo unspecified) | 10 | -5 | -3 | 99 | -4 | -2.1 | 0 | 102 | -1 |
| Cc1ccc(Nc2nnc(C)c(=O)[nH]2)cc1 | -8 | 2 | -4 | 94 | -2 | -0.1 | -1 | 99 | 2 |
| C=CCn1c(N)c(C(=O)NC2CCCCC2)sc1=S | 0 | -26 | -1 | 99 | -6 | 1.6 | -1 | 98 | 0 |
| CCOC(=O)c1sc(N)c(C#N)c1CSc1nnc(C2CCCCC2)n1N | -6 | 7 | -20 | -1.0*[inhibitor] | -6 | -0.8 | -20 | 0.0*[inhibitor] | -6 |
| O=C(O)c1ccccc1OCCOc1ccccc1 | -1 | 3 | 7 | 102 | -1 | -0.6 | -2 | 105 | 4 |
| CC(C)CCNC(=O)Cc1ccc(Nc2nc(=S)[nH]c3ccccc23)cc1 | 4 | 5 | -11 | 83 | -2 | -2.2 | -19 | 97 | -15 |
| CCOc1ccccc1C(=O)NC(CO)C(=O)O (stereo unspecified) | 13 | 17 | 0 | 95 | -1 | 0.9 | 3 | 100 | 3 |
| COc1ccc(/C=C(/NC(=O)c2ccccc2)c2nc3ccccc3[nH]2)cc1OC | 24 | -4 | 8 | 112 | 5 | 0.5 | 1 | 104 | 1 |
| N=c1sccn1CC(=O)NC(=O)NC1CCCC1 | -4 | 4 | 1 | 101 | 0 | 0.1 | 9 | 104 | -2 |
| CC(=O)Nc1cc(C(=O)N(C)Cc2ccccc2)ccc1S(=O)(=O)c1ccc(C)cc1 | 6 | 3 | 13 | 111 | -9 | -0.8 | -31 | 108 | -2 |
| COc1ccc(-c2nnc3n2C(C)(C)Cc2cc(OC)c(OC)cc2-3)cc1 | 17 | / | -7 | 91 | / | / | -24 | 95 | 0 |
| O=C(C1CC1)N1CCc2cc(S(=O)(=O)NCc3ccccc3)ccc21 | 0 | -3 | 0 | 98 | -5 | 0.5 | -26 | 99 | 11 |
| CC1CCCC(C)N1CCCNC(=O)C1CCCN(c2ncnc3c2nc2n3CCCCC2)C1 (stereo unspecified) | 2 | -11 | -11 | 98 | 6 | 3.8 | 12 | 94 | 2 |
| CCOc1ccc(CCNC(=O)C(CC)n2nc(C)n3c(cc4sccc43)c2=O)cc1OCC (stereo unspecified) | -15 | -10 | 0 | 97 | 0 | -0.8 | -29 | 96 | 4 |

A few values from the results shown:
COc1ccccc1NC(=O)c1ccc2c(c1)C(=O)N(c1ccccc1OC)C2=O in SUMO HTRF inh reads -1
COc1cccc(-c2cc(C(=O)N3CCN(S(=O)(=O)c4ccccc4)CC3)[nH]n2)c1 in CRFBP-R2 block reads 4
